High-throughput results deposited in PubChem by The Scripps Research Institute Molecular Screening Center.
LYPLA2 counter: LYPLA2 inhibitors, primary screen, counter-screen for PME1 inhibitor project, biochemical, fluorescence polarization, FP-Rh probe ABPP; Acyl-protein thioesterase 2 (Homo sapiens), O95372; recombinant LYPLA2; inhibition, % at 5.9 µM; 320,000 tested, 0.38% active; AID 2177, 2009;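 active = inhibition above the screen-wide mean plus 3 SD, limit set per campaign, cut at about 26% in these data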;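 note: 0% = LYPLA2 with DMSO and 100% = wells lacking LYPLA2 enzyme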
LYPLA1 counter: LYPLA1 inhibitors, primary screen, counter-screen for PME1 inhibitor project, biochemical, fluorescence polarization, FP-Rh probe ABPP | Acyl-protein thioesterase 1 (Homo sapiens), O75608 | recombinant LYPLA1 | inhibition, % at 5.9 µM | 320,000 tested, 0.16% active;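 active = inhibition above the mean of all tested compounds plus 3 SD, set per campaign, cut at about 14% in these data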;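 note: inhibitors block serine hydrolase probe labeling of LYPLA1 so polarization falls; 0% = enzyme with DMSO and 100% = wells lacking LYPLA1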
Target sequence (O75608 whole entry, looked up): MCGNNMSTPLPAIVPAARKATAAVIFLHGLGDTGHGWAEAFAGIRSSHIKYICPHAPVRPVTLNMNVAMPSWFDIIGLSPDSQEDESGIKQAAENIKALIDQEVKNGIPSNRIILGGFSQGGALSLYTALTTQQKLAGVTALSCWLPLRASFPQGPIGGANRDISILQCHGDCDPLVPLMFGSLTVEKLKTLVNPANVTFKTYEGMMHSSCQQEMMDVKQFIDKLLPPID
pPAFAH inh: pPAFAH enzyme inhibitors, primary screen, biochemical, fluorescence polarization, human; recombinant pPAFAH, FP-rhodamine probe fluorescence polarization; inhibition, % at 3.39 µM; 330,000 tested, 1.5% active; AID 463082, 2010;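 active = inhibition above the mean inhibition across the screen plus 3 SD, cut at about 25% in these data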;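 note: inhibitors block binding of the rhodamine activity-based probe so polarization drops; 0% = enzyme with DMSO and 100% = wells lacking pPAFAH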
Target sequence (Q13093 whole entry, looked up): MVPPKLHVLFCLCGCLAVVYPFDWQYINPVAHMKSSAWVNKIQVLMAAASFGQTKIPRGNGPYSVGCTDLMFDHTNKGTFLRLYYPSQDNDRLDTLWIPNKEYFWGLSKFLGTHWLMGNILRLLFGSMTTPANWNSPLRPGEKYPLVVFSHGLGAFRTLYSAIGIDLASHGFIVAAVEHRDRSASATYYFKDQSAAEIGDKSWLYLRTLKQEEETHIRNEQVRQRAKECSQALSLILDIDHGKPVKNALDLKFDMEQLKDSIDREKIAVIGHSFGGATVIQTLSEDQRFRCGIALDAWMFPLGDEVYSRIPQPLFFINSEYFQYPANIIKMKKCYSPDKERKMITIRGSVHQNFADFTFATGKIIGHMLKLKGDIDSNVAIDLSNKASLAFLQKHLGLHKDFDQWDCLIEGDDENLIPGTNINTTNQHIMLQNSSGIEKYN
PAFAH2 inh: PAFAH2 enzyme inhibitors, primary screen, biochemical, fluorescence polarization, human | recombinant PAFAH2, FP-rhodamine activity probe | 340,000 tested, 0.99% active | AID 492956, 2010 | inhibition, % at 3.39 µM | Platelet-activating factor acetylhydrolase 2, cytoplasmic (Homo sapiens), Q99487;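 active = inhibition above the mean over all tested compounds plus 3 SD, cut at about 30% in these data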;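 note: inhibitors block probe labeling of enzyme so polarization drops; 0% = enzyme with DMSO and 100% = wells lacking PAFAH2 protein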
GSTO1 inh: inhibitors of recombinant GSTO1, primary screen, counter-screen for RBBP9 inhibitor project, biochemical, fluorescence polarization; Glutathione S-transferase omega-1 (Homo sapiens), P78417; activity-based probe fluorescence polarization; inhibition, % at 5.96 µM; 300,000 tested, 1.1% active;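 active = inhibition above the campaign mean inhibition plus 3 SD, cut at about 35% in these data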;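 note: 0% = GSTO1-1 with DMSO and 100% = wells lacking GSTO1-1 enzyme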
PAFAH1B3 inh: PAFAH1B3 enzyme inhibitors, primary screen, biochemical, fluorescence polarization, human; AID 492972, 2010; Platelet-activating factor acetylhydrolase IB subunit alpha1 (Homo sapiens), Q15102; recombinant PAFAH1B3, FP-rhodamine probe; 340,000 tested, 0.28% active; inhibition, % at 3.39 µM;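 active = inhibition above the screen-wide average of all tested compounds plus 3 SD, cut at about 25% in these data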;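 note: 0% = enzyme with DMSO only and 100% = wells lacking PAFAH1B3 protein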
PAFAH1B2 FP inh: PAFAH1B2 enzyme inhibitors, primary screen, biochemical, fluorescence polarization, human; Platelet-activating factor acetylhydrolase IB subunit alpha2 (Homo sapiens), P68402; recombinant PAFAH1B2, FP-rhodamine activity probe; inhibition, % at 3.39 µM; 340,000 tested, 1.2% active; AID 492953, 2010;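 active = inhibition above the mean of all tested compounds plus 3 SD, cut at about 24% in these data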;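 note: 0% = enzyme with DMSO and 100% = wells lacking PAFAH1B2; many of its hits are not listed in these tables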
Target sequence (P68402 whole entry, looked up): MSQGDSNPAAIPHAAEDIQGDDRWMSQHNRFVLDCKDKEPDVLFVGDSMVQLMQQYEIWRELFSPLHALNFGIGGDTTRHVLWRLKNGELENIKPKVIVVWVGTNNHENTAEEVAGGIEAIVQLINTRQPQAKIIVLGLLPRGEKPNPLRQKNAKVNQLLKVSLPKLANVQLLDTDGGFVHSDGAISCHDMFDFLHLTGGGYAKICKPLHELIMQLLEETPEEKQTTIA
PAD4 FP inh: human PAD4 inhibitors, primary screen, biochemical, fluorescence polarization, 1536-well format; inhibition, % at 6.36 µM; 330,000 tested, 0.41% active; Protein-arginine deiminase type-4 (Homo sapiens), Q9UM07; AID 485272, 2010; recombinant PAD4, RCA probe fluorescence polarization;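 active = percent inhibition above a cutoff equal to the mean of all tested compounds plus 3 SD, cut at about 15% in these data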;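 note: 0% = PAD4 with RCA probe and DMSO and 100% = probe without PAD4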
PREPL inhibitor: PREPL enzyme inhibitors, primary screen, biochemical, fluorescence polarization | Prolyl endopeptidase-like (Homo sapiens), Q4J6C6 | recombinant PREPL, fluorescence polarization activity-based probe | inhibition, % at 5.96 µM | 320,000 tested, 0.68% active; in the data active = inhibition above about 43%;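 note: 0% = enzyme with DMSO and 100% = wells lacking enzyme; many of its hits are not listed in these tables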
* hit, by the source's call; . = not tested or not shown.

SMILES	LYPLA2 counter	LYPLA1 counter	pPAFAH inh	PAFAH2 inh	GSTO1 inh	PAFAH1B3 inh	PAFAH1B2 FP inh	PAD4 FP inh	PREPL inhibitor
COc1ccc(CC(=O)NNC(=O)c2cccnc2)cc1OC	5	2	0	3	-3	1	-3	0	-7
CCOC(=O)c1ccc(S(=O)(=O)Nc2ccc3cn[nH]c3c2)cc1	-1	-2	2	-7	-3	3	-8	-1	8
COc1ccc(CCNC(=O)CCC2COc3ccccc3O2)cc1OC (centres undefined)	3	1	1	-2	1	-6	0	1	0
CCc1n[nH]c2c1/C(=N\O)CC(C)(C)C2	1	-3	-1	-5	-2	-1	3	0	16
COC(=O)c1sc(-c2ccccc2)cc1NC(=O)c1ccccc1	1	-2	-1	2	4	8	4	-3	-3
CCOC(=O)c1c(N)sc(C(C)=O)c1C	6	1	3	4	2	-12	2	0	19
COc1ccc(-n2ncc3c(N4CCCCC4)ncnc32)cc1	-3	-2	8	-4	2	3	6	3	5
CN(C)c1ccc(NC(=O)c2ccc(N3CCOCC3)nc2)cc1	0	0	7	2	0	11	4	-2	38
Cn1c(CNC(=O)c2ccc(Cl)c(Cl)c2)nnc1SCC(=O)Nc1sc2c(c1C#N)CCCC2	-1	2	1	-2	-4	6	6	0	-8
O=c1[nH]n2c(=O)c3c([nH]c2c1N=Nc1cccc(Cl)c1)CCCC3	-1	12	31*	30*	10	14	34*	-3	55*
C/C(=N/OC(=O)c1ccc(C)cc1)c1cccs1	11	1	16	70*	6	-2	-3	-1	25
CCOC(=O)c1c(C)[nH]c(C(=O)COC(=O)c2ccccc2NC(=O)c2ccco2)c1C	-3	-7	0	6	-5	8	1	-1	-7
CCCC(=O)Nc1nc2c(C)c(Cl)ccc2s1	-4	-1	-5	-7	-5	2	7	4	-15
CC(=O)N1CCc2c(sc(NC(=O)Cc3ccccc3)c2C(N)=O)C1	4	6	3	-6	4	10	0	-2	-3
NC(=O)c1cnn2c(C(F)(F)F)cc(-c3ccccc3)nc12	4	1	8	0	-2	-3	-2	-3	8
CC1CCC(CN2CCN=C2Nc2ccccc2)CC1 (centres undefined)	3	4	4	3	-3	4	2	-4	0
Cc1cc2c(cc1C)C(=O)NC(C)(C)C2	2	0	4	11	1	7	5	5	-10
CC(=O)NC1CC2CCCC(C1)N2CC(=O)N1CCCc2ccccc21 (centres undefined)	-2	0	0	2	-4	0	-6	-6	-7
CCOC(=O)N1CCN(C(=O)Cn2nc(C)n3nc(-c4ccc(CC)cc4)cc3c2=O)CC1	2	4	2	-6	4	5	6	2	2
OCC(O)CN1CCCC1 (centres undefined)	8	3	1	.	8	.	.	-3	2
CCCN(CCC)C(=O)C1CCCN1S(=O)(=O)c1cccc2nsnc12 (centres undefined)	-3	0	1	1	-1	4	8	1	1
COc1ccc(-n2c(C)cc(C(=O)CN3C(=O)c4ccccc4C3=O)c2C)cc1	15	-5	7	8	-7	3	3	5	-6
Cc1ccc(S(=O)(=O)NCC(=O)N(CC(=O)NC(C)(C)C)Cc2cccs2)cc1	7	0	2	1	-5	7	6	-3	14
O=C(Nc1ccc(F)cc1F)N1CCCN(CCOc2ccccc2)CC1	5	-2	3	.	7	.	.	1	11
O=C(Nc1nnc(-c2cccs2)o1)c1ccco1	4	4	-6	6	1	-3	1	-2	7
Cc1cccc(N=C(NO)c2nonc2N)c1	1	-2	-1	2	6	-1	-2	-6	14
C=CCNC(=O)c1c(N)n(-c2cccc(S(N)(=O)=O)c2)c2nc3ccccc3nc12	-3	-5	11	17	1	-2	0	-15	16
Cc1ccc(C(=O)CS(C)(=O)=O)cc1	-8	-4	3	4	3	1	2	0	1
COc1cccc(COC(=O)c2ccc(S(=O)(=O)N3CCC(C)CC3)cc2)c1OC	2	1	4	3	3	-2	1	2	-6
Cc1ccccc1C(=O)Nc1ccc(Br)cn1	5	2	-4	-3	-3	3	2	3	9
Cc1c(C(=O)N(CCC#N)c2ccccc2)sc2nc3n(c(=O)c12)CCCC3	4	-1	3	4	6	7	5	3	6
CCC(C)c1ccc(S(=O)(=O)N2CCN(C(C)C(=O)NC3CCCC3)CC2)cc1 (centres undefined)	0	-2	1	0	.	5	6	5	2
CN(Cc1ccccc1)C(=O)COC(=O)c1ccc(=O)n(Cc2ccccc2)n1	2	0	12	-6	5	2	1	0	-1
CNC(=S)N/N=C/c1c(C)nn(-c2cccc(Cl)c2)c1Cl	2	-8	-1	-7	11	2	-2	1	13
Cc1noc(/C=C/N(C)C)c1S(=O)(=O)N1CCC(C(=O)O)CC1	-3	-2	3	4	12	-2	7	6	-2
Cc1ccc(NCc2nc3ccccc3n2CCOc2ccccc2)cc1	6	1	3	-3	5	3	8	-5	24
Cc1ccc(S(=O)(=O)NNC(=O)C(O)(c2ccccc2C)c2ccccc2C)cc1	1	4	6	-1	4	-1	7	-6	-6
CNC(=O)c1ccc(NC(=O)CCc2c(C)noc2C)cc1	4	2	2	-1	.	-6	-2	5	11
COC(=O)c1ccc2ccn(CC(=O)NC(C)C)c2c1	-4	3	3	-4	5	-3	4	0	0
O=C1CN(c2nc(-c3cccs3)nc3sc4c(c23)CCCC4)CCN1	-3	-2	7	-4	-17	7	2	-1	26

A portion of the results above:
SMILES	LYPLA2 counter	LYPLA1 counter	pPAFAH inh	PAFAH2 inh	GSTO1 inh	PAFAH1B3 inh	PAFAH1B2 FP inh	PAD4 FP inh	PREPL inhibitor
CN(Cc1ccccc1)C(=O)COC(=O)c1ccc(=O)n(Cc2ccccc2)n1	2	0	12	-6	5	2	1	0	-1
CNC(=S)N/N=C/c1c(C)nn(-c2cccc(Cl)c2)c1Cl	2	-8	-1	-7	11	2	-2	1	13

Continued:
SMILES	LYPLA2 counter	LYPLA1 counter	pPAFAH inh	PAFAH2 inh	GSTO1 inh	PAFAH1B3 inh	PAFAH1B2 FP inh	PAD4 FP inh	PREPL inhibitor
COc1cccc(C(=O)NN=C2CCCC2)c1	-2	-1	3	-7	-4	1	-1	0	2
Cc1ccccc1-c1n[nH]c(=S)o1	-2	3	0	6	11	6	-3	-4	23
Cc1nc2nc(CC(=O)O)[nH]n2c(=O)c1[N+](=O)[O-]	5	2	5	-1	4	4	5	-3	3
CCc1ccccc1S(=O)(=O)Cc1ccc(C(=O)NCc2ccc3c(c2)OCO3)o1	0	-2	2	5	9	5	11	-2	-8
Cc1sc(NC(=S)NC(=O)C(C)(C)C)c(C(N)=O)c1C	6	2	4	10	6	0	0	0	11
CCNc1nc(NC(C)C)nc(SCCOc2ccc(C)cc2)n1	5	2	11	-4	-2	-5	3	0	-2
CC(=O)c1cccc(NC(=O)CSc2nc(=O)n(Cc3ccccn3)c3c2CCC3)c1	2	1	2	4	1	3	-1	4	15
CCC(C)(C)C1CCC(NC(=O)N2CCN(c3ccccc3O)CC2)CC1 (centres undefined)	0	0	3	-9	11	-2	4	2	3
COc1ccc(OCC(=O)Nc2ccc(NC(=O)c3ccccc3Cl)c(OC)c2)cc1	36*	-1	7	7	-2	-5	2	6	18
Cc1ccc(NC(=O)c2c(Cl)nc3ccccn23)cc1	8	-1	8	-1	11	3	-1	4	2
COCCN(C(=O)CCSc1ccc(F)cc1)c1c(N)n(Cc2ccccc2)c(=O)[nH]c1=O	-6	-2	-3	-2	.	2	4	-1	5
O=C(COC(=O)/C=C/c1ccc(Cl)cc1Cl)NCCC1=CCCCC1	-1	-4	5	-4	-9	3	1	1	2
COc1ccc(NC2=CC(=O)CC(c3ccccc3)C2)c(OC)c1 (centres undefined)	7	2	3	1	2	3	-1	-4	19
O=C(CSc1nncs1)Nc1ccc(Cl)cc1C(F)(F)F	10	2	4	-3	9	-1	2	-1	9
CN(C(=O)C1CCC(=O)N(CCCN2CCCC2=O)C1)C(C1CC1)C1CC1 (centres undefined)	1	-1	3	5	1	9	0	2	5
O=C(CNc1cc(S(=O)(=O)N2CCCC2)ccc1OCC(F)(F)F)Nc1cc(Cl)cc(Cl)c1	7	5	3	.	-3	.	.	0	22
CCC(C(=O)OCC(=O)Nc1ccc(C(=O)Nc2ccc(OC)cc2)cc1)c1ccccc1 (centres undefined)	-8	-10	2	-8	0	-1	1	-1	6
CCOc1cc(/C=N/Nc2nc(C)cc(=O)[nH]2)ccc1O	-7	-1	-3	11	3	4	1	-1	20
Cc1ccc(CCC(=O)Nc2ncc(Cc3cccc(Cl)c3Cl)s2)o1	5	1	2	8	-1	4	7	-2	15
CN(Cc1ccccc1)c1ccc(N2C(=O)CCC2=O)cc1[N+](=O)[O-]	-3	1	1	-5	-5	1	3	4	-8
OCCC1CN(Cc2cccc3c2OCO3)CCN1C1CCCC1 (centres undefined)	-7	-4	6	0	-5	3	1	-6	2
CCCCN(CC)C(=O)Cn1cnc2ccc(S(=O)(=O)N3CCC(C)CC3)cc2c1=O	0	2	5	1	1	-1	16	-1	-2
CCN(Cc1ccccc1)C(=O)c1ccccc1C	1	1	7	-11	0	2	-3	-6	6
O=C(CNC(=O)c1ccc(Cl)cc1Cl)OCc1ccccc1	7	3	8	-5	3	20	2	-1	-4
CC1(C)C[C@H]2C3=CCC4[C@@]5(C)CC[C@H](O[C@@H]6O[C@H](C(=O)O)[C@@H](O)[C@H](O)[C@H]6O)[C@@](C)(CO)C5CC[C@@]4(C)[C@]3(C)C[C@H](O)[C@@]2(CO)[C@@H](O)[C@@H]1O (some centres undefined)	.	.	1	0	.	-3	3	-1	8
COCCN(Cc1cc2cc(C)ccc2nc1Cl)C(=O)Nc1ccccc1C	-5	2	-6	2	7	6	-6	2	-1
O=C(COc1coc(CN2CCc3ccccc32)cc1=O)Nc1ccccc1	2	-2	11	10	-8	6	5	4	11
C[C@H](NC(=O)c1ccco1)C(=O)Nc1cccc([N+](=O)[O-])c1	8	2	4	-3	-3	10	7	-2	5
CCCc1cc(C(=O)Nc2ccc(C(C)=O)cc2)no1	4	-5	-8	0	7	14	9	0	-4
O=C(Nc1cccc(Cl)c1)c1cc(-c2ccco2)on1	-6	-7	9	-9	-7	2	7	-3	2
CC(C)CC(=O)c1c(O)c(C=O)c(O)c2c1O[C@@]1(C)[C@@H](C2)C[C@H]2C[C@@H]1C2(C)C	.	.	3	7	.	6	3	-5	13
CC(=O)c1cccc(NC(=O)CN(C)S(=O)(=O)c2ccc3c(c2)CC(C)N3C(C)=O)c1 (centres undefined)	7	2	3	1	3	8	6	-2	6
CCOC(=O)N1CCC(c2nc(C)sc2C(=O)O)CC1	0	0	0	0	2	1	3	-2	3
CCC(C)NC(=O)CN1C(=O)CC(C)(C)S(=O)(=O)c2ccccc21 (centres undefined)	-2	1	-4	1	-2	2	7	5	0
Cc1ccc(N(C(=O)Cn2nnc(-c3ccc(F)cc3)n2)C(CC(C)C)C(=O)NCC2CCCO2)cc1 (centres undefined)	0	1	2	6	1	5	1	-2	39

Some of the compounds tested; count on the stated rates, not on these rows.
